# FBW7 activator = FBW7 E3 ligase activators, primary screen, biochemical, AlphaScreen, human | AlphaScreen FBW7–phospho-cyclin E peptide binding, activator screen | normalized activity (activation), % at 26.1 µM | actives 0.13% (n = 650,000) | AID 1259310, 2017; in the data active means normalized activity above about 1.9%;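 further: purified mutant Fbw7 with reduced substrate affinity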
# GPR151 activ = activators of human GPR151, primary screen, cell-based, PathHunter beta-arrestin, luminescence; PathHunter beta-arrestin GPR151 cells; G-protein coupled receptor 151 (Homo sapiens), Q8TDV0; activation, % at 11.2 µM; actives 1% (n = 650,000); in the data active means activation above about 4.9%;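 further: 0% = median of compound wells and 100% = cells with positive control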
# Target sequence (Q8TDV0 whole entry, looked up): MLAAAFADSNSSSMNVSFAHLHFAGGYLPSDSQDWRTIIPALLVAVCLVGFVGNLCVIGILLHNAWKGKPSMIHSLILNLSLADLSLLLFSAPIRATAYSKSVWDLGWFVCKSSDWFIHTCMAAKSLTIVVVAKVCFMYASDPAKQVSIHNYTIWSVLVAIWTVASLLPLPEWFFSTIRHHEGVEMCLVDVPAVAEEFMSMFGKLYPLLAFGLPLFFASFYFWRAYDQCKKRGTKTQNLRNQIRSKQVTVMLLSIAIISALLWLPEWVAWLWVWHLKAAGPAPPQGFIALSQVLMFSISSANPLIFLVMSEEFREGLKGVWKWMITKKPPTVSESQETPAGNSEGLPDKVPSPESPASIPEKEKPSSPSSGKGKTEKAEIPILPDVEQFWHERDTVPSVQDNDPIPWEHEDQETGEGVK
# MITF inh = MITF inhibitors, primary screen, biochemical, AlphaScreen, human; inhibition, % at 2.6 µM; AlphaScreen MITF homodimerization, bead proximity signal; Microphthalmia-associated transcription factor (Homo sapiens), O75030; actives 0.91% (n = 650,000); in the data active means inhibition above about 50%;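 further: 0% = vehicle wells with protein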
# Target sequence (O75030 whole entry, looked up): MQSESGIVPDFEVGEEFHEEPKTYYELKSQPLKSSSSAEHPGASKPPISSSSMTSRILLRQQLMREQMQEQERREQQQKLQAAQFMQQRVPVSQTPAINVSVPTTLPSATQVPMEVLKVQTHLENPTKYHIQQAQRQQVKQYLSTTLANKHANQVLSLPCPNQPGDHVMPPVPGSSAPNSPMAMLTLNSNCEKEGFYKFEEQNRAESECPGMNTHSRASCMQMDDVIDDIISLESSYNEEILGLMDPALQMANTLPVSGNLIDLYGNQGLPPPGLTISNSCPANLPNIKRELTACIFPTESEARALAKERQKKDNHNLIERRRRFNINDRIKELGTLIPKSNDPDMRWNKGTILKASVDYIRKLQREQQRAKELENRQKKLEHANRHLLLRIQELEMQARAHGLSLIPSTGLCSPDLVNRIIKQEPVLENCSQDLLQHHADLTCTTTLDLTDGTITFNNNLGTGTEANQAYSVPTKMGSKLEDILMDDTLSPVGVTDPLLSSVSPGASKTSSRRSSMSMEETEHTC
# TEAD-YAP block = TEAD-YAP interaction inhibition, primary screen, TEAD-YAP interaction inhibitor project, luminescence, HEK-TIYL cells; inhibition, % at 9.12 µM; TEAD-Gal4/YAP UAS-luciferase luminescence; actives 1.4% (n = 640,000); in the data active means inhibition above about 32%;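 further: 0% = median of test compound wells and 100% = reference inhibitor wells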
# * marks the source's active call; other numbers are inactive results; / = not tested or not shown.
no.	canonical_smiles	FBW7 activator	GPR151 activ
1	COc1ccccc1NC(=O)c1cc2c(n(-c3ccccc3)c1=O)CCCC2=O	-0.1	0.7
2	O=C(CCCOc1ccccc1)N1CCc2ccccc2C1	0.0	1.8
3	COc1ccc(N2CCN(S(=O)(=O)c3ccc(F)c(C(=O)Nc4ccc(C(C)C)cc4)c3)CC2)cc1	-0.5	3.3
4	COc1ccc(NC(=O)c2cc(OC)c(OC)c(OC)c2Br)cc1Cl	0.5	2.3
5	CSC1=NSC2=NC(=O)/C(=C\c3ccc(OCC(=O)O)cc3)C(=N)N12	0.0	-1.0
6	CCOC(=O)N1CCN(C(=O)c2ccc(N3CCCC3=O)cc2)CC1	0.2	1.0
7	Cc1ccccc1N1C(=O)c2ccc(C(=O)O)cc2C1=O	0.5	3.0
8	Cc1c(C(=O)Nc2ccc(Oc3ccccc3)cc2)sc2ncn(CC(=O)N3CCC(C)CC3)c(=O)c12	0.1	1.4
9	O=C(O)c1cc(S(=O)(=O)Nc2ccc(F)cc2Cl)ccc1Cl	-0.1	0.1
10	COC(=O)C1=C(C)NC(c2c(O)ccc3ccccc23)C(C(=O)OC)=C1C (stereo not drawn)	0.6	0.2
11	CC1=C(C(=O)OCCOc2ccccc2)C(c2ccc([N+](=O)[O-])cc2)NC(=O)N1C (stereo not drawn)	-0.1	0.5
12	O=C(CON1C(=O)CCC1=O)Nc1cccc2ccccc12	0.1	-0.5

no.	MITF inh	TEAD-YAP block
1	14	-5
2	-4	-37
3	1	-4
4	9	12
5	-2	-56
6	4	-23
7	-10	5
8	9	8
9	9	2
10	5	-1
11	6	13
12	-11	0

# (cont.)
no.	canonical_smiles	FBW7 activator	GPR151 activ
13	O=C1CCCC/C1=N\Nc1ccc(CN2CCCCC2)cc1	1.4	-0.9
14	O=C(CSc1nnc(-c2ccc(Cl)cc2)n1-c1ccccc1)N1CCN(c2ccc([N+](=O)[O-])cc2)CC1	-0.1	-0.3
15	COc1ccc2oc(=O)c(C(=O)Nc3ccc(Br)cc3C)cc2c1	0.0	-0.6
16	O=C(Nc1c2c(nn1-c1cccc(Cl)c1)CSC2)c1ccccc1F	-0.2	3.1
17	CN(CC(=O)O)S(=O)(=O)c1cccs1	-0.2	-1.0
18	O=C(Cc1ccccc1)Nc1cnn(-c2ccc3ccnc(Nc4cncc(Cl)c4)c3c2)c1	-0.6	0.5
19	Cc1[nH]c2ccc([N+](=O)[O-])cc2c1-c1ccccc1	-0.1	0.3
20	Cc1cc(C)c2c(CC(=O)NNC(=O)COc3ccccc3)coc2c1	-0.1	2.5
21	O=C(CC1(O)C(=O)N(Cc2ccccc2)c2ccccc21)c1ccco1 (stereo not drawn)	0.2	1.6
22	CCOCCOC(=O)C(C)Oc1ccc2c(=O)c(Oc3cc(C)c(Cl)c(C)c3)coc2c1 (stereo not drawn)	0.0	-0.1
23	C=CCN1C(=O)SC(CC(=O)Nc2ccc(NC(C)=O)cc2)C1=O (stereo not drawn)	0.1	-1.0
24	Cc1ccc(NC(=O)CSc2nc(-c3cccs3)cc(-c3ccc(F)cc3)c2C#N)c(I)c1	-0.1	-1.9

no.	MITF inh	TEAD-YAP block
13	19	7
14	8	20
15	10	0
16	1	1
17	-8	-7
18	-14	2
19	-2	-6
20	-11	-4
21	9	-1
22	7	-6
23	8	5
24	-2	26

# Record cards, as listed above:
# Shown for Cc1cc(C)c2c(CC(=O)NNC(=O)COc3ccccc3)coc2c1 → FBW7 activator = -0.1; GPR151 activ = 2.5; MITF inh = -11; TEAD-YAP block = -4
# Shown for Cc1[nH]c2ccc([N+](=O)[O-])cc2c1-c1ccccc1 → FBW7 activator = -0.1; GPR151 activ = 0.3; MITF inh = -2; TEAD-YAP block = -6

# Next section:
no.	canonical_smiles	FBW7 activator	GPR151 activ
25	CC(C)CN1CC23C=CC(O2)C(C(=O)OC(C)C)C3C1=O (stereo not drawn)	-0.1	0.7
26	CCCN1CCN(c2ncnc3sc(C(=O)NCC4COc5ccccc5O4)c(C)c23)CC1 (stereo not drawn)	0.2	-1.1
27	CN(Cc1ccccc1)C(=O)C1CCCN(S(=O)(=O)c2ccc3c(c2)oc(=O)n3C)C1 (stereo not drawn)	-0.2	2.2
28	CN(C)CCCCNCCCNC(=O)/C=N\O	0.2	-0.3
29	CC(O)C(NCCC(=O)c1ccc(Cl)cc1)C(=O)O (stereo not drawn)	0.0	-1.4
30	CCCC12CN3CCN(CC(C3)/C1=N\NC(=O)c1ccc(C(C)(C)C)cc1)C2	0.2	-1.2
31	Cc1nc2c(C(=O)O)cnn2c(C)c1Cc1ccc(F)cc1	0.0	1.9
32	C=CCn1c(-c2c[nH]c3ccccc23)n[nH]c1=S	-0.1	-0.6
33	COc1ccc(N2C(=O)CSC2c2ccc(F)cc2)c(OC)c1 (stereo not drawn)	0.0	-0.9
34	O=C1CS(=O)(=O)C(c2ccccc2)N1c1ccccc1 (stereo not drawn)	0.2	3.1
35	COc1ccc(C2=NN3C(C2)c2cccc(OC)c2OC3c2ccc(OC)c(OC)c2)cc1 (stereo not drawn)	0.0	-0.5
36	Nc1ncnc2nc(CO)[nH]c12	0.0	0.7

no.	MITF inh	TEAD-YAP block
25	-5	-6
26	13	6
27	13	3
28	12	-8
29	-4	0
30	12	2
31	10	3
32	11	-11
33	13	-4
34	72*	-2
35	5	-81
36	2	-6

# Next section
no.	canonical_smiles	FBW7 activator	GPR151 activ
37	Cc1ccn2c(=O)c(C(=O)NCc3ccccc3Cl)c(O)nc2c1	0.7	0.2
38	COc1ccc(C(C)N(C)C(=O)c2cccc([N+](=O)[O-])c2)cc1OC (stereo not drawn)	-0.1	0.9
39	CC(=O)Nc1ccc(Nc2nc(-c3ccccc3)ncc2C)cc1	0.2	1.4
40	O=C(NCc1ccco1)c1ccc(-c2cc3ccccc3o2)nc1NCc1cccnc1	-0.1	-0.9
41	CCCc1nnc(SCc2ccc(F)cc2)n1N	0.4	2.6
42	CN(C)CCN(C)Cc1ccc(O)c([N+](=O)[O-])c1	0.1	1.4
43	CN(CCCC(=O)Nc1ccccc1)S(=O)(=O)c1ccc(Cl)cc1	0.1	0.7
44	CS(=O)(=O)N(CC(=O)Nc1ccccc1Cl)C1CCCCC1	0.1	-1.4
45	O=C(NCCc1nc2ccccc2[nH]1)OCc1ccccc1	-0.1	-0.6
46	COc1cc(/C=C2/SC(N)=NC2=O)cc([N+](=O)[O-])c1O	-0.2	-1.2
47	CC(=O)c1ccc(NC(=O)CSc2nccn2CCc2ccccc2)cc1	-0.2	3.1
48	C=CCOC(=O)C1=C(C)NC(C)=C(C(=O)OCC=C)C1c1ccccc1F	0.1	1.7

no.	MITF inh	TEAD-YAP block
37	1	-3
38	-10	-7
39	6	7
40	-8	5
41	-6	-3
42	8	-17
43	-5	1
44	-3	6
45	-7	-11
46	4	3
47	7	-47
48	-9	0

# Next results follow:
no.	canonical_smiles	FBW7 activator	GPR151 activ
49	O=C(NCCCN1CCCC1=O)c1cccc(NC2CCN(Cc3ccccc3)CC2)n1	0.0	-0.3
50	Cc1cc(C)n(-c2ccc(NC(=O)C3CCN(C4CCSCC4)CC3)cc2)n1	-0.1	-0.4
51	COc1ccc(NC(=O)[C@H]2C[C@@H](c3ccco3)NS(=O)(=O)N2C)cc1	-0.2	-0.6
52	O=C(CN(c1cccc(Cl)c1)S(=O)(=O)c1ccccc1)N1CCOCC1	0.0	-0.7
53	O=C1c2ccc(Oc3ccc([N+](=O)[O-])cc3)cc2C(=O)N1CCCO	-0.2	2.0
54	COc1ccc(N2C(=O)/C(=C3/C=CC=CN3C)SC2=S)cc1	0.1	-0.8
55	CCCN1CCC(C2(C)NC(=O)N(C3Cc4ccccc4C3)C2=O)CC1 (stereo not drawn)	-0.1	0.6
56	CC(=O)Nc1ccc(NC(=O)/C=C/c2ccc(C(C)(C)C)cc2)cc1	0.0	-0.2
57	CC(NS(=O)(=O)c1ccc(Br)cc1)C(=O)NCCc1ccccc1 (stereo not drawn)	0.1	-2.1
58	O=C(CSc1c[nH]c2ccccc12)N1CCCCCC1	0.0	0.4
59	COc1ccc(-c2ccccc2[C@@H]2NC(C(=O)O)CC[C@H]2C)cc1 (stereo partly drawn)	-0.1	-2.0
60	Cc1ccc2oc(-c3ccc(Cl)c(NC(=S)NC(=O)c4oc5ccccc5c4C)c3)nc2c1	0.1	0.4

no.	MITF inh	TEAD-YAP block
49	4	5
50	-3	-4
51	-5	2
52	4	8
53	3	10
54	-3	-18
55	-5	-6
56	6	-37
57	4	8
58	9	-24
59	-2	/
60	-1	-14

# (listing goes on)
no.	canonical_smiles	FBW7 activator	GPR151 activ
61	Cc1nn(Cc2ccccc2Cl)c(Cl)c1/C=C/C(=O)O	-0.1	3.5
62	CC(C)(C)C1CCC2(CC1)SCC(=O)N2c1ccc(OC(F)(F)F)cc1 (stereo not drawn)	-0.1	-0.6
63	Cc1ccc(Cl)cc1S(=O)(=O)N1CCOC(c2ccccc2)C1 (stereo not drawn)	0.1	4.3
64	O=C1CCC(NC(=O)OCc2ccccc2)(C(=O)OCc2ccccc2)O1 (stereo not drawn)	0.0	0.5
65	CCN(CC)S(=O)(=O)c1ccc(NCCO)c(C(=O)O)c1	-0.1	-0.1
66	O=C(Nc1nnc(Cc2ccccc2)s1)c1ccccc1I	-0.2	0.3
67	O=C(CSc1ccc(Cl)cc1)Nc1nnc(-c2ccco2)o1	-0.7	1.9
68	CCOC(=O)N1CCN(C(=O)c2ccc(N3CC4CC(C3)c3cccc(=O)n3C4)c(NC(=O)c3ccc(F)cc3)c2)CC1 (stereo not drawn)	0.1	1.3
69	Cc1ccccc1-n1nc(-c2ccc(N)cc2)cc1N	-0.3	-0.9
70	O=C(NCCc1ccccc1)c1cc(S(=O)(=O)N2CCCCC2)ccc1F	0.3	-0.3
71	CCN(CC)C(=O)CN1CCC(c2nc3cc(C)c(C)cc3[nH]2)CC1	0.2	-0.7
72	O=C(CCC(=O)Nc1ccc(I)cc1)N/N=C/c1ccc(F)cc1	-0.2	6.6*

no.	MITF inh	TEAD-YAP block
61	8	7
62	-4	-5
63	-11	5
64	-6	-4
65	4	8
66	11	0
67	-5	6
68	-5	8
69	-12	8
70	10	-1
71	16	-11
72	5	1

# Later entries
no.	canonical_smiles	FBW7 activator	GPR151 activ
73	O=C(CSc1nc2c(sc(=S)n2-c2cccc(C(F)(F)F)c2)c(=O)n1-c1ccccc1)c1ccccc1	0.1	-0.2
74	O=S(=O)(c1ccc(Oc2ccc(S(=O)(=O)N3CCCCCC3)cc2)cc1)N1CCCCCC1	-0.1	1.1
75	CCN1C(=O)c2ccccc2S(=O)(=O)c2ccc(C(=O)NCc3ccc(F)cc3)cc21	-0.1	-0.9
76	O=C(c1ccccc1[N+](=O)[O-])N1CCN(S(=O)(=O)c2ccc(Cl)cc2)CC1	0.2	1.1
77	Cc1ccc(-c2ccc(=O)n(CC(=O)NCCN3C(C)CCCC3C)n2)cc1 (stereo not drawn)	0.2	0.0
78	O=c1[nH]c(O)c(N=Nc2cccc(C(F)(F)F)c2)c(=O)[nH]1	0.0	-2.1
79	CC(C)Cn1c(N/N=C/c2cccc(O)c2)nc2c1c(=O)[nH]c(=O)n2C	0.4	-1.7
80	Oc1c(C(c2cccnc2)N2CCOCC2)cc(Cl)c2cccnc12 (stereo not drawn)	-0.3	-0.3
81	COc1ccc(NC(=O)c2cccc3nc4ccccc4nc23)c(OC)c1	-0.1	1.7
82	CCOc1ccc(-n2nc(C(=O)NCCCN3CC(C)CC(C)C3)c3ccccc3c2=O)cc1 (stereo not drawn)	-0.1	0.0
83	CCC(=O)NC(c1nnc2n1CCN(C/C=C/c1ccccc1OC)CC2)C(C)C (stereo not drawn)	0.1	0.0
84	COc1ccc(Oc2nc(C)cc(C)n2)cc1	0.7	-2.3

no.	MITF inh	TEAD-YAP block
73	19	0
74	8	0
75	18	1
76	-2	-2
77	4	-3
78	-2	-1
79	16	-9
80	42	17
81	0	-1
82	4	3
83	-17	12
84	4	-10

# (further entries)
no.	canonical_smiles	FBW7 activator	GPR151 activ
85	Cc1cccc(NC(=O)c2cccc(N)c2)c1C	-0.1	-0.6
86	O=C(COC(=O)c1cc[n+]([O-])cc1)NCC12CC3CC(CC(C3)C1)C2	-0.1	0.9
87	CCOc1ccc(-n2cc(-c3ccccc3)c3c(SCc4cc(C)ccc4C)ncnc32)cc1	0.0	-0.5
88	CC1CN(C(=O)CCCOc2ccccc2)CC(C)O1 (stereo not drawn)	0.1	-1.1
89	COC(=O)c1cc(C)nc2c1c(C)nn2-c1ccccc1	0.8	-3.4
90	Cc1ccc2c(c1)N(C(=O)CCC(=O)NCc1cccs1)CC(C)O2 (stereo not drawn)	1.2	-0.1
91	CCOC(=O)N1CCC(n2c(SCC(=O)c3ccccc3)nc3ccsc3c2=O)CC1	0.0	-0.3

no.	MITF inh	TEAD-YAP block
85	8	-2
86	-6	1
87	3	1
88	-19	-26
89	1	0
90	19	-12
91	1	0

# High-throughput results from PubChem BioAssay.
